MKP-3 inhibition = MKP-3 phosphatase inhibitors, primary screen, biochemical, rat enzyme, in vitro (AID 425) | recombinant MKP-3 phosphatase activity, fluorescence; higher % means a stronger effect | inhibition, % at 20 µM, or IC50 in µM where a hit was titrated | 0.17% of 110,000 active; in the data active = inhibition above about 50%;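 also: plate controls were vehicle for no effect and reference inhibitor for full effect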
Hsp70 displacement = small molecules displacing fluorescent ligand from Hsp70 – biochemical, fluorescence polarization, primary screen (AID 583). Hsp70 fluorescence polarization probe displacement, mP; higher % means a stronger effect. 0.06% of 140,000 active. displacement, % at 20 µM, or IC50 in µM where a hit was titrated; in the data active = displacement above about 50%;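 also: plate controls were vehicle for no effect and reference ligand for full effect; a part of the inactive calls stands beside numbers as strong as those of hits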
An asterisk follows results filed as active; nt = not tested or not shown; & = joins results of further samples. Some of the compounds tested; rates above refer to the full screens.

SMILES	MKP-3 inhibition	Hsp70 displacement
COC(=O)c1c(NC(=O)c2ccccc2[N+](=O)[O-])sc(Cc2ccccc2)c1C	3.8%	-1.8%
O=C(Nc1ccccc1N1CCOCC1)C1Cc2ccccc2CN1C(=O)c1ccco1 (centres undefined)	nt	6.1%
CC(C)Cc1nc2oc3c(=O)[nH]cnc3c2c2c1CCC2	9.9%	8.4%
COc1cc(OC)cc(C(=O)NC2CCCCCC2)c1	-0.5%	2.1%
COc1ccc(C2/C(=C(\O)c3ccc(Cl)cc3)C(=O)C(=O)N2c2cccnc2)c(OC)c1 (centres undefined)	3.1%	7.3%
CCC12CC3CC(C1)CC(C(=O)Nc1nn[nH]n1)(C3)C2	-4.8%	1.4%
CCOC(=O)C1CCN(S(=O)(=O)c2ccc(OCC)cc2)CC1	0.9%	-2.8%
O=C(CSc1nc2ccc([N+](=O)[O-])cc2s1)Nc1ccc(Br)cc1	-0.4%	1.1%
COc1ccc(Br)cc1/C=C/C(=O)Nc1ccc(NC(=O)c2ccco2)c(OC)c1	11.5%	-1.7%
CCOCCCNc1nc2c([nH]1)c(=O)n(C)c(=O)n2C	-6.4%	-0.8%
CCOc1ccc(/C=C2\SC(=S)N(c3ccc(OC)cc3)C2=O)cc1OC	3.9%	-1.6%
CCCC(=O)Nc1cccc(NC(=O)c2ccc3c(c2)OCO3)c1	8.8%	0.2%
COc1cc(C(=O)N2CCN(c3cccc(Cl)c3)CC2)c([N+](=O)[O-])cc1OC	-1.8%	2.9%
Cc1c(C(=O)Nc2ccc(NC(=O)c3ccco3)c(Cl)c2)cccc1[N+](=O)[O-]	3.1%	-0.6%
CC(=O)[C@@]1(O)CC[C@H]2[C@@H]3C[C@H](C)C4=CC(=O)CC[C@]4(C)[C@H]3CC[C@@]21C	-12.4%	-1.0%
CCOC(=O)N1CCN(C(=O)C2CCCN(S(=O)(=O)c3cc(C)ccc3OC)C2)CC1 (centres undefined)	-9.5%	0.3%
CC1CCCCN1CCNC(=O)c1cc2c(-c3ccccc3F)nn(C)c2s1 (centres undefined)	-0.2%	-1.8%
O=C(Nc1ccccc1N1CCCCC1)c1ccc(N2C(=O)c3ccccc3C2=O)cc1	nt	1.8%
CCOC(=O)C1CCN(C(=O)CSCc2nc(-c3ccc(OCC)cc3)oc2C)CC1	5.6%	-3.1%
CN1CCCC(OC(=O)c2cc(Br)ccc2Cl)C1 (centres undefined)	-5.6%	5.7%
O=C(COC(=O)c1ccc(Oc2ccccc2)cc1)Nc1nnc(-c2ccccc2)o1	12.0%	-3.1%
COc1cccc(NC(=O)c2ccco2)c1	-3.4%&-0.7%	2.7%&2.9%
CCOC(=O)c1sc(NC(=O)c2cc3c(C)nn(-c4ccccc4)c3s2)nc1C	5.3%	-9.0%
CCCn1c(SCC(=O)NC2CCCC(C)C2C)n[nH]c1=O (centres undefined)	nt	-1.8%
CC(=O)CC(=O)NCc1ccc(Cl)cc1	2.4%	-3.3%
Other compounds
SMILES	MKP-3 inhibition	Hsp70 displacement
CC12CC3(C)CC(C)(C1)CC(C(=O)Nc1nn[nH]n1)(C2)C3	nt	7.7%
COc1ccc(C(c2nnnn2CS(=O)(=O)c2ccc(C)cc2)N2CCN(Cc3ccccc3)CC2)cc1 (centres undefined)	nt	5.0%
COC(=O)COc1ccc2c(-c3ccc(OC)cc3)cc(=O)oc2c1	nt	-3.4%
O=C(O)c1ccoc1CN1CCCCC1	nt	3.6%
CC(C)n1c(SCc2ccc(Cl)cc2)nc2c1c(=O)[nH]c(=O)n2C	-0.2%	-4.6%
CCOC(=O)/C(C#N)=C1/C=Nc2ccccc2N1	-11.3%	-6.3%
COC(=O)C1=C(C)NC2=C(C(=O)CC(C)(C)C2)C1c1ccsc1 (centres undefined)	nt	-2.4%
O=C(NC1CCCC1)C1=COCCO1	nt	-5.1%
CCOc1ccc2noc3c2c1C(=O)c1ccccc1-3	44.7%&45.7%	139.5%&157.8%
CCOCC(=O)Nc1nc2c(s1)C(=O)CC(C)(C)C2	4.5%	-4.8%
Cc1occc1C(=O)Nc1ccc(C(=O)O)cc1	1.2%	0.9%
O=C(Nc1ccc(Oc2ccccc2)cc1)c1ccc(Cl)cc1Cl	1.1%	-1.5%
Cc1ccc(C(=O)N/C(=C\c2cccc([N+](=O)[O-])c2)C(=O)NCc2ccncc2)cc1	2.8%	-2.6%
O=C(Cc1cccs1)N(Cc1ccco1)C1(C(=O)NC2CCCCC2)CCCCC1	nt	6.0%
CCCC(=O)NC(c1cccc([N+](=O)[O-])c1)c1c(O)ccc2ccccc12 (centres undefined)	1.5%	7.5%
CC(C(=O)O)N1C(=O)/C(=C/c2ccc(C(=O)O)cc2)SC1=S (centres undefined)	0.3%	5.7%
O=C(Nc1cccc2ccccc12)C(=O)NC1CCCC1	-3.0%	1.5%
C/C(=N/NC(=O)c1ccccc1)C1CC1	-1.0%	-1.4%
Cc1cc(Br)cc(C)c1NC(=O)c1cccnc1	3.7%	-5.7%
CCOC(=O)c1c(NC(=O)C2CC2)sc(C(=O)Nc2ccc(OC)cc2OC)c1C	3.1%	1.1%
Cc1sc(NS(=O)(=O)c2ccc([N+](=O)[O-])cc2)nc1-c1ccc(Br)cc1	0.9%	2.7%
COc1ccc(S(=O)(=O)N2CCCC2C(=O)Nc2ccc(C(C)=O)cc2)cc1 (centres undefined)	-1.1%	10.4%
CCOC(=O)CSc1nnc2n(C3CCCCC3)c(=O)c3c4c(sc3n12)CCCC4	-1.4%	2.1%
CC(C(=O)c1ccc(-c2ccccc2)cc1)[n+]1cccc(C(N)=O)c1 (centres undefined)	4.6%	2.3%
O=c1[nH]c2ccc(Cl)cc2c(-c2ccccc2)c1SC(=S)N1CCCCC1	nt	3.1%

An excerpt from above in order of count of non-hydrogen atoms, low to high:
SMILES	MKP-3 inhibition	Hsp70 displacement
O=C(NC1CCCC1)C1=COCCO1	nt	-5.1%
Cc1cc(Br)cc(C)c1NC(=O)c1cccnc1	3.7%	-5.7%
CC12CC3(C)CC(C)(C1)CC(C(=O)Nc1nn[nH]n1)(C2)C3	nt	7.7%
COc1ccc(C(c2nnnn2CS(=O)(=O)c2ccc(C)cc2)N2CCN(Cc3ccccc3)CC2)cc1 (centres undefined)	nt	5.0%

Next section.
SMILES	MKP-3 inhibition	Hsp70 displacement
O=[N+]([O-])c1ccc2c(c1)S(=O)(=O)N=C2Nc1cccc(Cl)c1	-0.1%	3.4%
CCOC(=O)C(NC(=O)CC)(Nc1ccc(S(=O)(=O)Nc2cc(C)on2)cc1)C(F)(F)F (centres undefined)	-3.9%	-2.3%
OC1CCN(C(=S)NCCc2ccccc2)CC1	nt	3.2%
O=C(N/N=C/c1ccc([N+](=O)[O-])s1)c1cccc(Br)c1	nt	6.6%
CCC1(O)C(C)C(c2ccc(Cl)cc2)NC(c2ccc(Cl)cc2)C1C (centres undefined)	6.2%	3.2%
CS(=O)(=O)Nc1ccccc1C(=O)O	-1.5%	7.8%
COc1ccc(C2C3=C(CC(C)(C)CC3=O)Oc3ncn4nc(-c5cccnc5)nc4c32)cc1 (centres undefined)	5.7%	3.1%
COc1ccc(CNC(=O)C2CCN(S(=O)(=O)c3cccc4cccnc34)CC2)cc1	2.4%	1.4%
O=C1c2cccc3cccc(c23)C(=O)N1/N=C/c1ccc(O)cc1	-0.4%	0.7%
O=C(Nc1ccc(S(=O)(=O)Nc2nccs2)cc1)c1ccc([N+](=O)[O-])cc1Cl	-0.2%	2.5%
COc1ccc(C(=O)NC(NCc2ccccc2)C(Cl)(Cl)Cl)cc1OC (centres undefined)	2.1%	1.5%
CCCCn1c(CN2CCN(C)CC2)nc2ccccc21	-0.8%	0.4%
CC1CCCN(C(=O)CSc2nc3ccccc3o2)C1 (centres undefined)	nt	-0.5%
Cc1ccc(S(=O)(=O)NCC(=O)N2CCOCC2)cc1	-7.0%	-2.6%
CCCn1nnnc1NCc1ccccc1OCc1cccs1	-3.1%	-0.5%
COC(=O)c1cc(NC(=O)c2cc(OC)cc(OC)c2)cc(C(=O)OC)c1	3.0%	-2.8%
CCn1cc(C(=O)NCCC2=CCCCC2)c(=O)c2cc(S(=O)(=O)N(C)C)ccc21	-0.9%	9.1%
CCOc1ccccc1N1CCN(C(=O)c2cccc(-c3ccc(O)cc3)c2)CC1	-9.5%	-5.1%
CC(NC(=O)Nc1ccccc1)C(c1cccs1)N1CCOCC1 (centres undefined)	-7.7%	-1.5%
Cc1ccc(/C=C2/NC(=S)NC2=O)c(C)c1	0.3%	-0.6%
COc1ccc(CNC(=O)c2cnn3c(C(F)(F)F)cc(-c4ccco4)nc23)cc1	3.3%	-0.1%
COc1ccc(N2C(=O)NC(=O)/C(=C/c3cc([N+](=O)[O-])cc(OC)c3O)C2=O)cc1	1.5%	2.1%
Cn1c(CN2CCOCC2)nnc1SCC(=O)Nc1nccs1	-11.4%	-0.4%
CCCCn1c(SCC(=O)NCc2ccco2)nnc1-c1ccco1	-17.9%	4.8%
CSCCC(NC=C1C(=O)OC(C)(C)OC1=O)C(=O)O (centres undefined)	-0.4%	0.6%
Following part.
SMILES	MKP-3 inhibition	Hsp70 displacement
COc1ccc(N2CCN(C(=O)c3ccncc3)CC2)cc1	nt	3.2%
N#Cc1ccccc1NC(=O)c1ccc(Br)cc1	-2.0%	-2.3%
COc1cc(/C=N/N2C(=O)C3C4C=CC(C4)C3C2=O)cc(I)c1O (centres undefined)	2.3%	0.3%
COc1ccccc1NC(=O)C1=C(C)NC(=S)NC1c1cccc(Cl)c1 (centres undefined)	3.1%	-2.5%
Cc1cnc(C(=O)OCC(=O)c2csc(N3CCCCC3)n2)cn1	-9.8%	-2.1%
CNc1nc(N2CCc3ccccc32)ncc1F	6.7%	0.0%
O=C(Nc1ccc(S(=O)(=O)Nc2nccs2)cc1)C1CCCCC1	-8.6%&0.1%	-3.7%&-4.2%
CCCN(C(=O)Cn1ncc2c(=O)oc3ccccc3c21)c1cccc(C)c1	nt	-3.7%
Cc1ccc(-c2noc(CCC(=O)Nc3cc(C)ccn3)n2)cc1	-6.8%	-3.3%
Cc1cc2nc(NC3=NCN(CCCN4CCOCC4)CN3)nc(C)c2cc1C	-11.6%	2.2%
COc1ccc(N(CC(=O)Nc2ccc(Oc3ccccc3)cc2)S(C)(=O)=O)c(OC)c1	0.6%	-0.2%
O=C(Nc1ccccc1)N(CCCN1CCOCC1)Cc1cc2cc3c(cc2[nH]c1=O)OCCO3	-16.6%	-5.5%
O=C(NC1CC1)c1ccc(F)cc1Cl	nt	-0.4%
Cc1ccc(S(=O)(=O)NCC2CCC(C(=O)NCCCOC(C)C)CC2)cc1 (centres undefined)	nt	3.8%
COc1ccc(COn2c(=O)c(C)[n+]([O-])c3ccccc32)cc1OC	-2.7%	-0.3%
COc1cccc(CNc2ccc3c(c2)ncn3C(C)C)c1OC	-2.8%	4.3%
Cc1ccc(NC(=O)CSc2nnc(-c3cccnc3)n2-c2ccc(C)cc2)cc1	nt	7.5%
Cc1ccc(C(=O)/C=C/c2ccc(-c3ccc(Cl)cc3)o2)cc1	3.6%	0.2%
CCOc1ccc(/C=N/NC(=O)c2ccc(C(=O)N/N=C/c3ccc(OCC)c(OC)c3)o2)cc1OC	1.1%	-3.7%
COc1ccc2ccccc2c1C1NC(=S)NC(C)=C1C(=O)Nc1ccccc1C (centres undefined)	3.2%	3.7%
COc1ccc(S(=O)(=O)N(CCc2ccccc2)CC(=O)Nc2ccc(C)c(C)c2)cc1	3.0%	-2.3%
O=C(O)c1oc2ccccc2c1-n1cccc1	-4.6%	1.7%
Cc1nn(-c2ccccc2)c2[nH]c(C(F)(F)F)cc(=O)c12	-6.0%	1.9%
Cc1nc2cc(Cl)ccc2n1-c1ccccc1	nt	-0.6%
COc1cccc(Cn2c(Oc3cccc(C)c3)nc3c2c(=O)n(C)c(=O)n3C)c1	-6.8%	-3.1%
Remaining list, next part.
SMILES	MKP-3 inhibition	Hsp70 displacement
O=C(NOC(=O)c1cc(Br)ccc1Cl)c1cccs1	nt	1.0%
Cc1c(C(=O)N2CCc3ccccc3C2)sc2nc(-c3ccccc3)cn12	nt	0.5%
c1ccc(OCc2nn3c(-c4ccncc4)nnc3s2)cc1	-13.4%	6.6%
COc1ccc(CN2CCN(Cc3ccc4ccccc4c3)CC2)c(OC)c1	3.9%	5.2%
O=Cc1cc(-c2ccccc2)oc1Cl	4.5%	-1.9%
CC12C(=O)C(C)(C(c3ccccc3)=C1c1ccccc1)C1C(=O)N(c3cccc(C(F)(F)F)c3)C(=O)C12 (centres undefined)	0.1%	0.8%
COc1ccc(-n2c(COc3ccccc3)nnc2SCC(N)=O)cc1	-17.6%	-2.8%
CC(=O)C1=C(O)C(=O)N(CC2CCCO2)C1c1ccccc1 (centres undefined)	2.9%	0.8%
CCOC(=O)C1CCN(C2CC(=O)N(c3ccc(F)cc3)C2=O)CC1 (centres undefined)	0.1%	-1.0%
C=CCNc1ncnc2c1[nH]c1ccc(C)cc12	-14.1%	-0.3%
CCCc1nnc2n1N=C(c1ccc(-c3cc(Cl)ccc3Cl)o1)CS2	19.2%	-9.5%

Compounds from the list above that have a CF3 group (four):
SMILES	MKP-3 inhibition	Hsp70 displacement
CCOC(=O)C(NC(=O)CC)(Nc1ccc(S(=O)(=O)Nc2cc(C)on2)cc1)C(F)(F)F (centres undefined)	-3.9%	-2.3%
COc1ccc(CNC(=O)c2cnn3c(C(F)(F)F)cc(-c4ccco4)nc23)cc1	3.3%	-0.1%
Cc1nn(-c2ccccc2)c2[nH]c(C(F)(F)F)cc(=O)c12	-6.0%	1.9%
CC12C(=O)C(C)(C(c3ccccc3)=C1c1ccccc1)C1C(=O)N(c3cccc(C(F)(F)F)c3)C(=O)C12 (centres undefined)	0.1%	0.8%

High-throughput results: PubChem, Sanford-Burnham Center for Chemical Genomics
